# High-throughput results: PubChem, The Scripps Research Institute Molecular Screening Center
# PAFAH1B3 FP inh: blocks human PAF acetylhydrolase 1B catalytic subunit 3; recombinant PAFAH1B3, FP-rhodamine probe, fluorescence polarization; inhibition, % at 3.39 µM; hit rate 0.28% among 340,000; AID 492972;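 active = inhibition above the screen-wide average of all tested compounds plus 3 SD, cut at about 25% in these data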;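 also: 0% = enzyme with DMSO only and 100% = wells lacking PAFAH1B3 protein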
# ZTA DNA inh: blocks Epstein-Barr virus ZTA, an EBNA-1 counter-screen; ZTA-DNA binding, fluorescence polarization; inhibition, % at 11 µM; hit rate 0.15% among 320,000; P03206; in the data active = inhibition above about 33%
# pPAFAH inh: inhibitors of human plasma PAF acetylhydrolase (pPAFAH) | Q13093 | recombinant pPAFAH, FP-rhodamine probe fluorescence polarization | inhibition, % at 3.39 µM | hit rate 1.5% among 330,000;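 active = inhibition above the mean inhibition across the screen plus 3 SD, cut at about 25% in these data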;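 also: inhibitors block binding of the rhodamine activity-based probe so polarization drops; 0% = enzyme with DMSO and 100% = wells lacking pPAFAH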
# LYPLA2 counter: counter-screen for PME1 inhibitors: inhibitors of human LYPLA2 | O95372 | recombinant LYPLA2, FP-Rh probe fluorescence polarization | inhibition, % at 5.9 µM | hit rate 0.38% among 320,000 | AID 2177;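 active = inhibition above the screen-wide mean plus 3 SD, limit set per campaign, cut at about 26% in these data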;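 also: 0% = LYPLA2 with DMSO and 100% = wells lacking LYPLA2 enzyme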
# LYPLA1 inh: LYPLA1 (human) inhibition in PME1 counter-screen | inhibition, % at 5.9 µM | hit rate 0.16% among 320,000 | recombinant LYPLA1, FP-Rh probe fluorescence polarization | O75608;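 active = inhibition above the mean of all tested compounds plus 3 SD, set per campaign, cut at about 14% in these data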;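 also: inhibitors block serine hydrolase probe labeling of LYPLA1 so polarization falls; 0% = enzyme with DMSO and 100% = wells lacking LYPLA1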
# Target sequence (O75608 whole entry, looked up): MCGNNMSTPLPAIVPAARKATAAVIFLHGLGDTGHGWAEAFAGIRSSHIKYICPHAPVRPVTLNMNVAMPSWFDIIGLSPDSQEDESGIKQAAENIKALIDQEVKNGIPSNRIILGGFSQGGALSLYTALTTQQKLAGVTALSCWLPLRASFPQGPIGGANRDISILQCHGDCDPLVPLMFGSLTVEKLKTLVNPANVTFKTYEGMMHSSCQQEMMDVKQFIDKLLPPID
# PAFAH1B2 FP inh: inhibitors of human PAFAH1B2; P68402; inhibition, % at 3.39 µM; recombinant PAFAH1B2, FP-rhodamine activity probe, fluorescence polarization; hit rate 1.2% among 340,000;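 active = inhibition above the mean of all tested compounds plus 3 SD, cut at about 24% in these data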;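 also: 0% = enzyme with DMSO and 100% = wells lacking PAFAH1B2; many of its hits are not listed in these tables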
# EBNA-1 inh: blocks EBNA-1 binding to DNA | hit rate 0.34% among 300,000 | inhibition, % at 14.8 µM | EBNA-1 DNA binding, fluorescence polarization; in the data active = inhibition above about 28%
# PREPL inhibitor: inhibits the human prolyl oligopeptidase-like enzyme; Q4J6C6; recombinant PREPL, fluorescence polarization activity-based probe; inhibition, % at 5.96 µM; hit rate 0.68% among 320,000; AID 2751; in the data active = inhibition above about 43%;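 also: 0% = enzyme with DMSO and 100% = wells lacking enzyme; many of its hits are not listed in these tables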
# Target sequence (Q4J6C6 whole entry, looked up): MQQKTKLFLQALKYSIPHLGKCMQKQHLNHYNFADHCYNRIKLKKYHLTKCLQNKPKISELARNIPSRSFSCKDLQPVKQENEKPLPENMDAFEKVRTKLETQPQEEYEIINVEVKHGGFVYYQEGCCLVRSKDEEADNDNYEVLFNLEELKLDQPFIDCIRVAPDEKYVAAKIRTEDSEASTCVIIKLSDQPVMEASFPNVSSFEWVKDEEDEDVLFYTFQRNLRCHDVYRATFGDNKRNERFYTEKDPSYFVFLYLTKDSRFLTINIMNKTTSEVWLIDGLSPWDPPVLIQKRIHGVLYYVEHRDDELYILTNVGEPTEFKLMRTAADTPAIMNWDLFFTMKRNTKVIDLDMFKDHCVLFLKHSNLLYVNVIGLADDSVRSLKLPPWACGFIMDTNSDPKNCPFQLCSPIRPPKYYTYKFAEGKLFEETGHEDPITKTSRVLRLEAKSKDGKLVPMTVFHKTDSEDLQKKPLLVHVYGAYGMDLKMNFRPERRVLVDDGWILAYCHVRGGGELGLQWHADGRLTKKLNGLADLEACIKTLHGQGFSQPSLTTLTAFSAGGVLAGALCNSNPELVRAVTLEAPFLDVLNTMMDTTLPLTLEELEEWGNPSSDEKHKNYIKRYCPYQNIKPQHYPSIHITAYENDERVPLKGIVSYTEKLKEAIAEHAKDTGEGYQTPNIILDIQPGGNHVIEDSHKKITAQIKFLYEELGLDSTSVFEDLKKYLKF
# PAFAH2 FP inh: PAFAH2 (human) inhibition; Q99487; recombinant PAFAH2, FP-rhodamine activity probe, fluorescence polarization; inhibition, % at 3.39 µM; hit rate 0.99% among 340,000; AID 492956;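 active = inhibition above the mean over all tested compounds plus 3 SD, cut at about 30% in these data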;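 also: inhibitors block probe labeling of enzyme so polarization drops; 0% = enzyme with DMSO and 100% = wells lacking PAFAH2 protein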
# Active calls of the source: *; x = no result given. An excerpt, so the mix of outcomes need not match the whole.
SMILES,PAFAH1B3 FP inh,ZTA DNA inh,pPAFAH inh,LYPLA2 counter,LYPLA1 inh,PAFAH1B2 FP inh,EBNA-1 inh,PREPL inhibitor,PAFAH2 FP inh
CC(C)NC(=O)c1ccc(COc2ccc(C(C)(C)C)cc2)o1,5,1,4,-3,-1,2,-3,8,8
CC(C)CCNC(=O)CCCn1c(=O)[nH]c2ccc(Br)cc2c1=O,11,0,-3,-2,-2,6,-19,6,2
O=C(N/N=C/c1ccccc1O)c1cc(=O)[nH]c2ccccc12,x,-7,-4,-2,-2,x,-9,14,x
Cc1ccc(NC(=O)Nc2ccccc2C(=O)NCc2ccccc2)cc1,2,-1,5,0,-7,6,3,4,2
CC(C)OC(=O)NC(c1ccccc1)C(Cl)(Cl)Cl (stereo unspecified),2,13,3,2,-7,24*,-2,2,13
CSc1ccc(S(=O)(=O)N2CCC(C(=O)NCc3ccncc3)CC2)cc1,-1,-9,4,5,7,4,2,-1,1
Cc1cc(C)cc(NC2=NCC(=O)N2Cc2ccccc2)c1,2,-18,2,1,2,3,-2,1,11
O=C(COc1ccc2c(c1)oc(=O)c1ccccc12)NCC1CCC(C(=O)O)CC1 (stereo unspecified),10,12,-3,2,-4,4,5,-5,-3
COc1ccc(/C=C/C(=O)O)cc1S(=O)(=O)NCC1CCCO1 (stereo unspecified),4,-14,2,6,2,0,0,6,1
CCn1ncc(CN2CCC(C(=O)Nc3cccc(-c4cccc(F)c4)c3)CC2)c1C,4,0,5,4,2,2,-8,-16,2
CON(C)C(=O)CC(CNC(=O)OC(C)(C)C)c1ccc(Cl)cc1 (stereo unspecified),11,x,1,x,x,1,x,9,13
O=C(OCC(=O)N1CCCc2ccccc21)C1CCN(S(=O)(=O)c2cccs2)CC1,8,-11,16,3,1,7,-8,7,8
COc1ccc(C(=O)O/N=C(\N)Cc2ccc(Cl)cc2)cc1OC,3,2,3,-4,0,4,7,1,74*
Cc1cc(OCCOc2cccc3cccnc23)c(C)cc1Cl,-4,6,-1,5,-4,6,-2,-16,7
OCCN1CCN(C(=S)NCCc2ccccc2)CC1,7,7,2,-1,3,1,-10,-3,3
Cc1c(N2CCCC2)cc2c(c1N)C(C)(C)CC2(C)C,2,-26,11,6,9,8,-13,4,6
COc1ccccc1NS(=O)(=O)c1ccc(NC(=O)N2CCCCC2)cc1,-1,7,1,3,0,1,6,-5,1
Cc1sc(NC(=O)c2c(F)cccc2F)nc1-c1ccccc1,3,-7,4,-2,-5,-4,-9,-8,3
COc1cccc(NC(=O)Nc2cc(C)on2)c1,8,6,7,2,1,-1,-6,11,-2
COc1ccc(CCNC(=O)Cn2c(=O)n(CC3CCCO3)c(=O)c3ccccc32)cc1OC (stereo unspecified),6,-1,-9,-6,-1,0,-6,9,-19
CCOC(=O)N1CCN(Cc2nc(-c3ccc(Cl)cc3)no2)CC1,4,8,-1,-1,0,2,-4,11,-3
Cc1nc(C(C)N(C)Cc2nc(Cc3ccccc3F)no2)c(C)s1 (stereo unspecified),8,5,5,8,3,0,7,-1,0
O=C(NCCCCc1ccccc1)C1CCCC1,3,-1,5,4,3,3,-7,5,8
Cc1ccc(C)c(OCCC(=O)OCC(=O)NCc2ccc(F)cc2)c1,6,5,30*,3,4,4,-5,-4,7
COc1ccccc1N(CCC#N)C(=S)Nc1ccc(S(=O)(=O)N2CCOCC2)cc1,7,x,3,x,x,3,x,14,-8
COC1CCCCC1NS(=O)(=O)c1ccccc1 (stereo unspecified),5,-3,8,4,-2,-1,-7,0,3
CCCN(CCC)Cc1c(C(=O)OCC)nnn1-c1nonc1N,4,2,4,-6,-3,-4,-11,-8,-3
S=c1[nH]nc(-c2cc(-c3ccccc3)n[nH]2)n1/N=C/C=C/c1ccco1,x,6,26*,0,-4,x,-4,9,x
COc1ccccc1N(CC(=O)NCCSC(C)(C)C)S(C)(=O)=O,5,-10,2,-2,-2,-2,-3,3,10
OC(COCC1COc2ccccc2O1)CN1CCN(c2ccccc2)CC1 (stereo unspecified),7,18,-4,-8,-4,7,-11,12,0
O=S1(=O)C[C@@H]2N=C(N/N=C/c3ccccc3)S[C@@H]2C1,4,-2,-1,1,-1,3,-5,0,-1
N/C(=N\OC(=O)c1ccc([N+](=O)[O-])cc1)c1cccnc1,5,18,-1,1,3,3,11,24,-7
CC(C)c1ccc(NC(=O)CSc2nc(=O)n(CCCN3CCOCC3)c3c2CCCC3)cc1,9,-9,14,3,2,-1,8,31,4
CC(=NNC(=O)c1cccc(S(=O)(=O)N2CCOCC2)c1)c1ccc(Cl)cc1,7,x,1,x,x,2,x,10,1
COC(=O)c1sccc1-n1cccc1C(=O)C(=O)N1CCCC1,-11,-2,1,2,5,-3,0,24,4
CC(=O)Nc1ccc(S(=O)(=O)N(C)CC(=O)OC(C)C(=O)N(C)C2CCCCC2)cc1 (stereo unspecified),5,19,-1,1,-3,4,-5,0,4

# Record cards, as listed above.
# Entry for COc1ccccc1N(CCC#N)C(=S)Nc1ccc(S(=O)(=O)N2CCOCC2)cc1 = PAFAH1B3 FP inh = 7; ZTA DNA inh = x; pPAFAH inh = 3; LYPLA2 counter = x; LYPLA1 inh = x; PAFAH1B2 FP inh = 3; EBNA-1 inh = x; PREPL inhibitor = 14; PAFAH2 FP inh = -8
# Entry for S=c1[nH]nc(-c2cc(-c3ccccc3)n[nH]2)n1/N=C/C=C/c1ccco1 = PAFAH1B3 FP inh = x; ZTA DNA inh = 6; pPAFAH inh = 26*; LYPLA2 counter = 0; LYPLA1 inh = -4; PAFAH1B2 FP inh = x; EBNA-1 inh = -4; PREPL inhibitor = 9; PAFAH2 FP inh = x

# Later entries.
SMILES,PAFAH1B3 FP inh,ZTA DNA inh,pPAFAH inh,LYPLA2 counter,LYPLA1 inh,PAFAH1B2 FP inh,EBNA-1 inh,PREPL inhibitor,PAFAH2 FP inh
COC(=O)n1c(=O)oc2ccccc21,4,-8,2,-5,-1,-4,2,8,2
COc1ccccc1NC(=O)c1sc(NC(=O)c2ccco2)c(C#N)c1C,1,-1,1,1,4,5,3,16,10
C/C(=N\NC(N)=S)c1ccc2c(c1)OCCO2,1,-4,-1,-2,0,6,2,14,2
CC(=O)Nc1ccc(NC(=O)Cc2sc(C)nc2-c2ccc(C)cc2)cc1,3,-21,2,5,-3,-3,3,5,-1
COc1ccc(C(C(=O)NC(C)(C)C)N(C(=O)CCC(=O)Nc2cc(C)on2)c2ccc3c(c2)OCCO3)cc1 (stereo unspecified),-8,-15,1,4,-2,7,6,19,3
O=C(CN1CCN(S(=O)(=O)c2ccccc2)CC1)NC(=O)NCc1ccccc1,9,8,1,3,0,-1,12,-12,6
CC1(C)Cc2ccccc2-c2nnc(-c3cccnc3)n21,5,6,-1,0,-1,6,-3,4,-5
Cc1[nH]c(C)c2c(=O)n(-c3ccccc3)ncc12,11,0,1,2,-3,1,-4,18,2
Cc1nnc(SCC(=O)Nc2cc(S(=O)(=O)N3CCCC3)ccc2Cl)n1C1CC1,-11,0,-1,4,1,3,x,18,0
O=C(CSc1nc2ccc(Cl)cc2[nH]1)c1cccs1,2,5,-1,-5,-8,2,5,-18,1
O=C(NC1CCCCCCC1)c1ccccc1O,-1,0,5,-2,-1,7,4,-1,13
CCOc1cc(N2CCOCC2)c(OCC)cc1NC(=O)CN1C(=O)NC2(CCc3ccccc32)C1=O (stereo unspecified),3,-13,0,0,1,2,4,12,-15
CC1Cc2cc(S(=O)(=O)N3CCN(c4ccccc4F)CC3)ccc2N1C(=O)C1CC1 (stereo unspecified),14,-1,0,-1,-2,1,-6,-40,3
CN(C)CCCC(C)(O)C(Cc1ccccc1)c1ccccc1 (stereo unspecified),3,17,4,-1,-1,4,8,-15,-5
CC1CN(Cc2cn(C)nc2-c2ccc(Oc3ccccc3)cc2)CCN1C (stereo unspecified),10,0,1,3,-1,3,-10,30,9
COc1ccc(NC(=S)Nc2ccccc2SC)c(OC)c1,5,-14,2,8,7,8,-4,-8,-3
Cc1ccc(NC(=S)NCCN2CCOCC2)cc1C,1,-10,-1,0,-2,5,-9,15,0
CN1N=C(C(C)(C)C)CC1=O,x,-10,3,-4,1,x,-15,27,x
COc1ccc(-c2sc3ccc(N4CCOCC4)cc3c2C#CC2(O)CCCCC2)cc1,12,x,14,x,x,6,x,36,-3
COc1ccc(-n2c(SCC(=O)Nc3ncc(Cl)cc3Cl)nc3ccccc32)cc1,x,23,22,-13,-7,x,4,-8,x
CCN(CC(=O)Nc1ccccc1OC)C(=O)C1CCCC1,-3,1,2,5,1,3,x,-2,0
O=C(NCC1CCCO1)c1cccc(-n2cnnn2)c1 (stereo unspecified),3,18,-2,9,-5,3,-2,4,2
Cn1cc(S(=O)(=O)Nc2cccc(F)c2)c(=O)n(C)c1=O,2,-10,1,7,3,6,-16,-2,-8
Nc1ccccc1-c1ccccc1N,7,7,3,3,2,-4,3,4,8
Cc1onc(-c2ccccc2)c1-c1nnc(CN2CCN(S(=O)(=O)c3ccccc3F)CC2)o1,2,3,-4,-3,-4,5,x,7,4
CCOc1ccccc1NC(=O)C(CC)Sc1nc2ccsc2c(=O)n1CCC(=O)O (stereo unspecified),2,-2,-3,-3,-1,-3,-9,5,2
COc1ccc(NC(=O)c2ccc(-n3cncn3)c([N+](=O)[O-])c2)cc1,1,4,-1,-6,0,6,-12,0,0
Cc1cccc(C)c1NC(=O)c1ccccc1C(=O)O,10,-4,1,3,-2,2,1,1,7
Cc1nc(SCC(=O)NC(=O)NCCC(C)C)c2c(-c3cccs3)csc2n1,1,21,-3,3,0,-3,5,10,-10
Cc1ccccc1CCNC(=O)CCn1nc(C)c2c(C)n(-c3ccccc3)nc2c1=O,-1,4,6,-4,1,0,0,5,2
COc1ccc(-c2nc(CS(=O)(=O)CC(=O)NCCc3ccccc3)c(C)o2)cc1,4,-5,2,4,2,5,15,-9,6
Cc1cc(NS(=O)(=O)c2ccc(NC(=O)c3ccco3)cc2)nc(C)n1,1,3,1,0,3,0,-2,10,2
COc1ccc(C(Cl)=C(c2ccc(OC)cc2)c2ccc(OC)cc2)cc1,3,17,3,0,2,0,6,-2,-2
CN1CCCC(OC(=O)c2ccccc2F)C1 (stereo unspecified),7,13,0,-2,-2,2,3,-6,-11
CCOc1ccccc1NC(=O)C1=C(C)NC(=O)NC1c1cccc(OC)c1OC (stereo unspecified),5,-8,3,-1,-2,5,-13,2,6
COc1cc(C(=O)NCCc2ccc(F)cc2)ccc1OCC(=O)N1CCOCC1,4,-10,3,9,7,8,-1,18,0
COC(=O)COc1ccc(S(=O)(=O)Nc2ccc(NC(C)=O)cc2)cc1,11,8,0,-3,-2,0,-12,3,-6
Cc1cc(S(=O)(=O)N(Cc2ccc3c(c2)OCO3)CC2CCCO2)ccc1-n1cnnn1 (stereo unspecified),0,4,1,5,-1,4,11,1,3
CC(=O)Nc1ccc(CN2CCN(CCC(C)C)C(CCO)C2)cc1 (stereo unspecified),5,-8,-4,4,6,-5,6,10,7
CCC(CC)NC(=O)COC(=O)c1cccc(C)c1O,9,-1,1,5,2,2,4,-10,3
O=S(=O)(Nc1cccc(S(=O)(=O)N2CCCCC2)c1)c1ccccc1F,10,x,-1,x,x,6,x,-2,-4
CC(NC(=O)CCc1nnc(C2CCCCC2)o1)c1ccc(F)cc1 (stereo unspecified),1,3,-2,2,-1,8,-8,-1,-2
Cc1cc(C)nc(SCc2cn3cc(Cl)ccc3n2)n1,-8,3,1,-2,-6,5,6,1,-13
Cc1c(-n2c(SCC(=O)C(C)(C)C)nc3ccccc3c2=O)c(=O)n(-c2ccccc2)n1C,14,5,5,0,1,10,3,9,11
